Screens: PubChem, several laboratories
TNAP activation fold: stimulation of alkaline phosphatase TNAP activity – biochemical, luminescent, no phosphate acceptor, uHTS, primary screen (AID 1001) | activation fold at 20 µM; hits with a dose series show EC50 in µM | 0.03% of 200,000 active | purified TNAP, luminescent activation assay, no phosphate acceptor; higher activation fold means a stronger effect; in the data active = activation fold from about 3, or a potency from the dose series; inactive = the rest, 99 in 100 with activation fold below about 1.6; also: many of its hits are not listed in these tables
Hep lipid drop: modulators of hepatic lipid droplet formation; AML12 mouse hepatocytes, oleate lipid droplets, BODIPY imaging; inhibition, % at 6.5 µM; 0.4% of 240,000 active; AID 1656;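 active = lipid droplet intensity inhibited by at least 50%, with more than 500 cells counted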
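material = mouse AML12 hepatocyte cell line, fixed after treatment | also added = 100 µM oleic acid challenge | doses = compound at 6.5 µM only | schedule = overnight exposure | technique = Image-based BODIPY and DAPI two-channel analysis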
Insulin prom up: MIN6 insulin promoter up-regulation; MIN6 insulin promoter-GFP reporter, high-content imaging; active compounds read high; z-score at 5 µM; 0.3% of 190,000 active; AID 1625;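 active = z-score above 3 at 5 µM with at least 500 cells counted in the well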
T cell HTS: T cell immune modulation candidate. 2C CD8+ T cell-vesicle binding, flow cytometry; active compounds read low. calls only at 7 µM. 0.068% of 330,000 active. AID 2052;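 active = response, share of CD8 T cells binding vesicles, and their 90th percentile fluorescence all below set limits, cut at about 80% in these data, passing the limit was not always enough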
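System: murine 2C transgenic CD8+ T lymphocytes; also added: QL9-loaded Drosophila micro-vesicles; times: binding 1.5 h at 37 °C; measured by: flow cytometry, PE anti-B7-1 (FL2) versus Alexa647 anti-CD8 (FL8), PFA-fixed; control set: Peptide-free naked vesicles (low) and QL9 vesicles with 0.7% DMSO vehicle (high)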
bCat nuc transl: alters nuclear translocation of beta-catenin in HeLa cells | 0.3% of 190,000 active | nuclear translocation activity, % at 5 µM | immunofluorescence imaging;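 active = nuclear translocation activity above 50% at 5 µM, with a well cell count of 50 or more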;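 also: per-cell ratio of nuclear to cytoplasmic median beta-catenin stain intensity; plate controls were DMSO negative control for no effect and GSK-3 inhibitor IX positive control for full effect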
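Assay system: human HeLa cells, native beta-catenin; doses: 5 µM primary, 0.02–20 µM confirmation; incubation: compound treatment 24 h, 37°C, 5% CO2; technique: fluorescence imaging of beta-catenin antibody stain plus DAPI; measure: % activation, nuclear-to-cytoplasmic median beta-catenin signal ratio per cell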
MT stabilize HCS: microtubule stabilization, imaging screen | % tubulin-high responders, % at 10 µM | AID 2205 | HeLa tubulin immunostaining HCS, 24 h; share of cells brighter than vehicle mean+2SD | 0.83% of 200,000 active;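 active = plate Z-score above 3 for both tubulin-high and condensed-nucleus cell shares, with cell loss under 80%, at 10 µM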;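 also: anti alpha tubulin signal scored within the nucleus-defined area of each cell; some results filed as inactive read as strong as hits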
human PMI inhibition: MPI enzyme activity inhibition – biochemical, fluorescence intensity, coupled assay, primary screen (AID 1209). purified PMI enzyme, coupled fluorescence intensity; higher % means a stronger effect. inhibition, % at 20 µM; hits with a dose series show IC50 in µM. 0.42% of 190,000 active; in the data active = inhibition above about 50%;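 also: plate controls were DMSO vehicle for no effect and wells lacking substrate for full effect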
Myeloid diff MLP: myeloid differentiation induction; ER-HoxA9 myeloid progenitors, lysozyme-GFP differentiation, flow cytometry; 1% of 360,000 active; calls only at 10 µM;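 active = normalized GFP-positive differentiation at or above the plate's own cutoff, the solvent-only control mean plus 3 SD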;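 also: cells exposed to compound for four days before flow analysis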
Dynein cargo inh: dynein cargo transport inhibition. 3617.4 mouse cells, GR-EGFP nuclear translocation imaging; test concentration mostly 20 µM; stimulated with dexamethasone, 1 µM; active compounds read low. z-score, hits read low. 0.47% of 220,000 active;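 active = plate z-score of nuclear minus cytoplasmic receptor signal below a set negative limit, without overly bright fluorescence or cell loss, cut at about -3.5 in these data, passing the limit was not always enough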;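 also: z-score of nuclear minus cytoplasmic ring GR-EGFP intensity difference per well; some compounds called inactive have numbers as strong as hits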
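Schedule: 48 h induction, then 1 h compound, then 30 min agonist, 37 °C. Buffer or medium: tetracycline-free induction medium containing charcoal-stripped FBS. Reagent: 1.0 µM final dexamethasone stimulus. Evaluation: nuclear versus cytoplasmic GR-EGFP signal, averaged per well. Signal: high-content fluorescence imaging after fixation.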
Dynein cargo inh cytoplasmic EGFP: also measured in Dynein cargo inh; calls as there; z-score; measured here: cytoplasmic GR-EGFP intensity; active compounds read high
Dynein cargo inh nuclear GR-EGFP: also measured in Dynein cargo inh; calls as there; z-score; measured here: nuclear GR-EGFP intensity;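 lower value marks the stronger effect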
Dynein cargo inh cell count: recorded beside Dynein cargo inh, whose call it bears; z-score; measured here: cell count per field
Insulin prom up cell count: further read-out of Insulin prom up, marked with its call; cell count; measured here: cytotoxicity, nuclei count;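 total cells summed across four imaged fields per well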
Hep lipid drop cells 6.5 µM: second read-out of Hep lipid drop, no call of its own (marks repeat the call); cell count; measured here: cell count, cytotoxicity flag;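 cells counted across two imaged fields per well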
bCat nuc transl cell count 5 µM: recorded beside bCat nuc transl, whose call it bears; cell count; measured here: cell count, cytotoxicity flag
T cell HTS vesicle-bound %: also measured in T cell HTS; calls as there; double positive events, %; measured here: CD8+ vesicle-bound cell fraction;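 binding gate set so that unloaded-vesicle control wells show 10% double positive cells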
MT stabilize HCS Hoechst-high %: further read-out of MT stabilize HCS, marked with its call; % Hoechst-high responders; measured here: nuclear condensation Hoechst responders;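 share of cells brighter than vehicle mean plus two SD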
MT stabilize HCS cytotoxicity %: second read-out of MT stabilize HCS, no call of its own (marks repeat the call); toxicity, %; measured here: cytotoxicity by cell density;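 0% = mean cell density of plate MIN control wells and 100% = no cells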
Myeloid diff MLP GFP+ MAC1+ %: further read-out of Myeloid diff MLP, marked with its call; GFP+ MAC1+ double positive, %; measured here: differentiation confirmed by MAC1 staining
Starred values were filed as active, the others as inactive; i = inactive; · = not tested or not shown.

Compound	TNAP activation fold	Hep lipid drop	Hep lipid drop cells 6.5 µM	Insulin prom up	Insulin prom up cell count	T cell HTS	T cell HTS vesicle-bound %	bCat nuc transl	bCat nuc transl cell count 5 µM	MT stabilize HCS	MT stabilize HCS Hoechst-high %	MT stabilize HCS cytotoxicity %	human PMI inhibition	Myeloid diff MLP	Myeloid diff MLP GFP+ MAC1+ %	Dynein cargo inh	Dynein cargo inh cytoplasmic EGFP	Dynein cargo inh nuclear GR-EGFP	Dynein cargo inh cell count
COCCn1nnnc1C(c1ccccn1)N1CCN(c2cc(Cl)ccc2C)CC1 (stereo not drawn)	1	-24	697	-1.3	1161	i	35	-1.4	1134	1.5	0.9	6.0	3%	i	1.5	-0.52	0.19	-0.026	-0.016
COc1ccc([N+](=O)[O-])cc1NC(=O)CCNC(=O)Cn1ccc2ccccc2c1=O	1.1	5	700	0.88	1242	i	51	-1.6	1058	3.8	1.5	7.2	-2%	i	0.0	0.65	-0.23	0.6	-0.42
COc1ccc(C2=NN(CN3C(=O)C(=O)c4ccccc43)C(c3ccc(Br)cc3)C2)cc1 (stereo not drawn)	1.1	10	780	·	·	i	14	-15	1297	3.0	1.5	4.9	6%	i	6.1	-0.49	-0.14	-0.043	-0.4
COc1ccc(CC(=O)Nc2nnc(C(C)C)s2)cc1	1	16	731	-0.43	1527	·	·	-1.7	1138	1.6	1.5	8.7	12%	i	0.2	-0.37	-0.29	0.011	0.13
CCOC(=O)c1cc(-c2ccccc2)nc2nc(N3CCCCC3)sc12	1.1	4	648	-0.34	1235	i	46	·	·	2.4	3.2	6.9	13%	i	0.9	-0.77	-0.3	-0.72	1.1
Cc1cc(=O)oc2cc(NS(=O)(=O)c3ccccc3)ccc12	·	8	731	-0.31	1383	i	40	-2.1	1172	·	·	·	·	i	1.5	-0.56	-0.2	-0.51	0.89
Fc1cccc2sc(Nc3nnc(-c4ccco4)o3)nc12	2.5	1	666	0.25	1609	i	15	-0.1	1025	4.0	1.4	3.2	21%	i	0.0	-0.39	-0.098	0.13	0.065
C=CCCN(C(C(=O)OC)C(C)C)S(=O)(=O)c1ccccc1Br (stereo not drawn)	·	-6	628	0.33	1083	i	29	0.7	1213	·	·	·	·	i	0.5	0.14	-0.53	0.032	-0.11
O=C(Cn1nc2ccccc2n1)N/N=C/c1cc([N+](=O)[O-])ccc1O	0.9	5	656	-0.38	1596	i	15	-1.7	1054	2.5	2.5	0.1	13%	i	0.2	-1.3	-0.14	-0.78	0.19
Cc1ccc(C(=O)N/C(=C\c2cn(-c3ccccc3)nc2-c2ccccc2)C(=O)N2CCOCC2)cc1	1.1	·	·	-0.28	1653	i	26	0.3	1340	0.7	1.9	15	11%	i	1.9	-0.18	-0.13	-0.18	0.1
CN(Cc1ccsc1)C(=O)CCc1nnc(Cc2c[nH]c3ccccc23)o1	1.1	9	688	0.29	1667	i	46	1.0	1526	1.6	3.2	7.3	·	i	0.2	2.2	-0.17	0.68	-0.98
O=C(COc1ccc(Cl)cc1)NNC(=O)CSc1nncs1	1.8	4	667	-0.1	1294	i	51	-2.0	1156	5.3	2.6	7.4	-18%	i	0.3	0.052	-0.28	0.34	0.23
Cc1cc(N/N=C/c2ccc(Cl)cc2)nc(NCc2ccccc2)n1	1.1	-5	671	-0.51	1004	i	36	-0.4	1103	1.9	1.7	8.9	22%	i	0.4	0.37	-0.24	0.018	-0.082
O=C(Nc1ccccc1)N1CCCC(c2nc(-c3ccc(F)cc3)no2)C1 (stereo not drawn)	1.1	·	·	-0.2	1449	i	43	-0.1	1351	2.6	1.5	5.5	6%	i	1.3	-0.64	-0.14	-0.072	0.14
COc1cccc(C2C(C(N)=O)=C(C)Nc3nc(-c4cccc(Cl)c4)nn32)c1 (stereo not drawn)	0.5	·	·	0.7	1642	i	8	0.2	1367	4.5	1.7	9.4	-1%	i	0.3	0.4	-0.45	0.42	-0.24
Cc1ccc(NC(C)c2cc(Cl)ccc2O)cc1 (stereo not drawn)	0.9	-16	846	1.6	864	i	41	·	·	1.2	1.1	1.7	17%	i	0.8	-0.49	0.18	-0.11	-0.53
COc1ccc(CNC(=O)c2c([S-])n(-c3ccc(C)cc3)c3cccc[n+]23)cc1	1	-8	675	-0.45	1200	i	7	-2.5	1108	3.0	4.1	11	8%	i	0.3	1.6	-0.35	0.98	0.25
CC1COC(c2cccn2Cc2ccccc2Cl)=N1 (stereo not drawn)	1.1	·	·	0.45	1581	i	31	0.5	1293	8.2	1.8	4.6	9%	i	2.1	0.2	0.13	-0.074	-0.27
COCCCn1c(C2CCCCC2)nc2oc3cc(OC)ccc3c(=O)c2c1=O	1.1	·	·	-1.3	906	i	33	-4.4	1089	6.5	2.4	3.6	17%	i	0.5	-0.89	-0.21	-0.29	1.1
CCO[C@@H]1OC(C(=O)N2CCCCCCC2)=C[C@H](c2cn(C(C)=O)c3ccccc23)[C@H]1CCCO	1	-10	721	0.34	1146	i	20	-1.8	1095	1.9	1.7	5.7	5%	i	0.5	-0.53	-0.26	-0.0012	0.41
O=C(NCc1cccs1)C(=O)NCC1OCCCN1S(=O)(=O)c1ccccc1 (stereo not drawn)	1.1	-1	668	0.27	1322	i	9	-0.7	930	1.1	1.7	5.1	3%	i	0.5	-0.38	-0.085	0.44	-0.082
O=C(O)CSc1nc2c(c(C(F)(F)F)n1)CCc1ccccc1-2	1.1	-11	674	-0.47	1408	i	69	-2.5	1151	4.1	1.7	6.5	3%	i	0.3	-2.1	-0.26	-0.64	1.5
Cc1ccc(C(C)NC(=O)c2ccco2)cc1C (stereo not drawn)	1.1	0	733	-1	1215	i	39	1.9	1154	5.6	3.2	9.4	4%	i	0.7	-0.27	-0.12	0.27	0.76
C/C(=N\NC(N)=S)c1ccccc1	·	49	729	0.33	1098	i	32	4.3	1196	·	·	·	·	i	0.6	-0.68	-0.23	0.47	0.81
Cc1nc2ccc(NC(=O)c3cccc(C(F)(F)F)c3)cc2o1	1.1	-6	648	0.26	1877	i	26	1.5	1015	1.8	1.1	3.4	7%	i	0.6	0.35	-0.31	0.42	-0.32
CC(C)C(=O)NC(c1ccccc1Cl)c1c(O)ccc2ccccc12 (stereo not drawn)	1.1	·	·	-0.04	1602	i	11	-0.3	1355	2.2	1.8	9.5	1%	i	20	-0.41	0.06	-0.26	0.31
COc1ccc(-c2cc(=O)c3cc(F)ccc3[nH]2)cc1	1.1	-3	739	0.01	1171	i	24	·	·	3.1	2.8	1.0	-8%	i	0.8	-0.42	-0.2	0.18	0.62
O=C(Nc1ccc(C2=NCCN2)cc1)c1ccc(Cl)c(C(=O)Nc2ccc(C3=NCCN3)cc2)c1	·	9	859	-0.23	1418	i	48	-0.2	1127	·	·	·	·	·	·	0.32	-0.28	0.059	-0.11
COc1cc(NC(=O)COC(=O)/C=C/c2ccc(OC)c(OC)c2)cc(OC)c1	1.1	15	672	0.32	1756	i	47	1.5	1019	3.8	1.1	1.9	14%	i	0.0	1	-0.036	0.76	-0.73

Pulled by structure from the list above, two records:
Compound	TNAP activation fold	Hep lipid drop	Hep lipid drop cells 6.5 µM	Insulin prom up	Insulin prom up cell count	T cell HTS	T cell HTS vesicle-bound %	bCat nuc transl	bCat nuc transl cell count 5 µM	MT stabilize HCS	MT stabilize HCS Hoechst-high %	MT stabilize HCS cytotoxicity %	human PMI inhibition	Myeloid diff MLP	Myeloid diff MLP GFP+ MAC1+ %	Dynein cargo inh	Dynein cargo inh cytoplasmic EGFP	Dynein cargo inh nuclear GR-EGFP	Dynein cargo inh cell count
O=C(O)CSc1nc2c(c(C(F)(F)F)n1)CCc1ccccc1-2	1.1	-11	674	-0.47	1408	i	69	-2.5	1151	4.1	1.7	6.5	3%	i	0.3	-2.1	-0.26	-0.64	1.5
Cc1nc2ccc(NC(=O)c3cccc(C(F)(F)F)c3)cc2o1	1.1	-6	648	0.26	1877	i	26	1.5	1015	1.8	1.1	3.4	7%	i	0.6	0.35	-0.31	0.42	-0.32

Compounds were not picked by outcome (roughly 3% active in at least one column).
